DRD3 agonist – agonists of human D3 dopamine receptor | P35462 | D3R DiscoveRx beta-arrestin cells, luminescence, 90 min | max activation, % | hit rate 0.58% among 410,000; in the data active = max activation above about 30%; also: 0% is about no effect; mostly tested at two doses, the higher about 12 µM
Target sequence (P35462 whole entry, looked up): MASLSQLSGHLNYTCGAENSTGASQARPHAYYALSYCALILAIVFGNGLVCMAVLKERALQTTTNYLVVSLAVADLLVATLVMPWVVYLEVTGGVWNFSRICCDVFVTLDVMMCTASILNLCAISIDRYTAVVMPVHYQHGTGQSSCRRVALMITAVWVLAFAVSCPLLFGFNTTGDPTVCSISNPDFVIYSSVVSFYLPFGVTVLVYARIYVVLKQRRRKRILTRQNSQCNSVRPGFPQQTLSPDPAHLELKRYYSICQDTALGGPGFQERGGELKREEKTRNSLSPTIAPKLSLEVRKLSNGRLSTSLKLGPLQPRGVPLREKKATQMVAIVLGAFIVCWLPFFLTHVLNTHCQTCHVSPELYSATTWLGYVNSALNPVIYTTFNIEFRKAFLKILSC
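Agonist mode: compounds and dopamine controls were applied to plated cells for 90 min at 37 degrees C after an overnight attachment at 1500 cells/well. Luminescent read-out followed 30 - 60 minutes at room temperature with DiscoveRx detection reagent.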
EPAC2 ag – agonists of human EPAC2 (RAPGEF4) | hit rate 0.079% among 360,000 | Potency, µM (series often up to 154 µM), inactives show at the top dose activation, most hits filed as activators | Q8WZA2 | EPAC2 activation, biochemical qHTS; response scale: 100% = 6.5 mM cAMP response; also: potency is read from the fitted curve at half-maximal effect; nearly all actives have a fitted effect of over 50% in size
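Readout is BODIPY fluorescence (480 nm excitation, 540 nm emission), which falls as labeled GDP is exchanged off Rap1B. EPAC2 at 100 nM acted on 250 nM RAP1B-BODIPY-GDP with 50 uM GDP present.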
aSyn rescue – alpha-synuclein toxicity inhibition in yeast. Yeast expressing alpha-synuclein, growth rescue, BacTiter-Glo, 24 h. hit rate 0.14% among 370,000. Potency, µM (titrated, usually from 46.1 µM), for inactives: top-dose growth rescue (activation), most hits filed as activators. AID 652106; also: potency is read from the fitted curve at half-maximal effect; % of control where 0% means no effect; nearly all actives have a fitted effect of over 65% in size
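Screening used galactose-induced yeast with toxic alpha-synuclein levels, exposed to compound for 24 hr at 30 deg C. Cell growth, read with BacTiter-Glo luminescence, gave the measured signal.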
TDP-43 yeast inh – rescues yeast growth from TDP-43 toxicity; TDP-43 expressing yeast growth rescue, BacTiter-Glo, 24 h; Potency, µM (series often up to 46.1 µM), for inactives: top-dose growth rescue (activation), actives largely listed as activators; hit rate 1.8% among 410,000; AID 652104; also: potency is read from the fitted curve at half-maximal effect; % of control where 0% means no effect; nearly all actives have a fitted effect of over 50% in size
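Growth rescue of TDP-43-toxic yeast measured as ATP luminescence (BacTiter-Glo). Cells grown to mid-log in raffinose, induced in galactose at OD600=0.02, exposed to compound 24 hr at 30 deg C.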
FUS yeast rescue – suppressors of FUS proteinopathy in yeast | hit rate 0.24% among 390,000 | S. cerevisiae FUS-expressing, growth rescue, OD600, 24 h | Potency, µM (series often up to 76.6 µM), inactives show at the highest dose growth rescue (activation), actives largely listed as activators;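 also: potency is read from the fitted curve at half-maximal effect; plate controls were DMSO vehicle for no effect and reference control for full effect; nearly all actives have a fitted effect of over 55% in size; some results filed as inactive show a strong effect at the top dose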
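S. cerevisiae expressing FUS from galactose induction served as the toxicity model. Growth after 24hr at 30C, read as absorbance at 600 nm, indicates suppression of toxicity; compounds dosed at several concentrations.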
Abeta yeast res – restores growth of yeast expressing A-beta42 peptide; AID 1347071; hit rate 0.063% among 410,000; yeast expressing A-beta42, growth rescue, OD600, 48 h; response scale: 0% DMSO, 100% iron-clioquinol control; Potency, µM (series often up to 46.1 µM), inactives show at the top dose growth rescue, usual class: activators; also: potency is read from the fitted curve at half-maximal effect; nearly all actives have a fitted effect of over 55% in size
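Growth rescue measured by 600 nm absorbance after 48 h yeast culture at 30 C with compound. Values normalized between DMSO and an equimolar ferric chloride plus clioquinol control.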
D3 antag – antagonists of human D3 dopamine receptor. D3R cells, DiscoveRx beta-arrestin luminescence, antagonist mode; stronger effect = lower value. P35462. AID 652054. hit rate 2.5% among 360,000. max response, negative = inhibition, %; in the data active = max response below about -50%; inconclusive = no clear call, values can overlap the other calls; also: % is scaled to controls: 0 for no effect and ±100 for the full control effect; mostly tested at two doses, the higher about 12 µM
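Cells expressing the human receptor were seeded at 1500 cells/well, incubated overnight at 37 degrees C in 5% CO2, then exposed to library compounds with dopamine controls for 90 minutes at 37 degrees C before luminescent detection.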
EPAC2 antag – blocks human EPAC2 exchange factor. Q8WZA2. EPAC2 GEF exchange of Rap1B-BODIPY-GDP, fluorescence. Potency, µM (highest dose often 114 µM), inactives show at the top dose activity, negative = inhibition, actives largely listed as inhibitors. hit rate 0.18% among 360,000. AID 720708; also: potency is read from the fitted curve at half-maximal effect; % is scaled to controls: 0 for no effect and ±100 for the full control effect; nearly all actives have a fitted effect of over 45% in size; many of its hits are not listed in these tables
Numbers without * were called inactive; ? = inconclusive; . = not tested or not shown; & = joins results of further samples; [ ] = dose if it differs, or a comment. Unless noted, calls follow the shape of the dose curve; as a rule, active = well fitted curve in the direction sought with a large enough effect; inconclusive = small, poorly fitted or top-dose-only effect, or another doubt; inactive = no such curve, though single readings can be large; an effect the other way counts as inactive or inconclusive.

SMILES	DRD3 agonist	EPAC2 ag	aSyn rescue	TDP-43 yeast inh	FUS yeast rescue	Abeta yeast res	D3 antag	EPAC2 antag
CCOc1ccc(N(Cc2cc3cc(C)ccc3[nH]c2=O)C(=O)COC)cc1	3	5%	4%	-6%	4%	13%	6	13%
Cc1cc(C(=O)CN2C(=O)C(=O)N(Cc3ccccc3)C2=O)c(C)n1-c1ccc2c(c1)OCCO2	1	0%	7%	-6%	16%	8%	2	-1%
COc1ccc2nc(NC(=O)c3cnccn3)sc2c1	13	-9%	-20%	4%	27%	1%	-14	4%
O=C(NCCCN1CCOCC1)/C(=C/c1ccco1)NC(=O)c1ccccc1	21	2%	9%	-12%	-21%	7%	14	0%
COc1cc(CCN2C(=O)N[C@@H](CCc3ccccc3)C(C(C)=O)=C2C)cc(OC)c1OC	-13	1%	0%	0%	12%	10%	15	9%
CCCCC(c1nnnn1CC1CCCO1)N1CCN(c2cccc(C)c2C)CC1 (stereo unspecified)	7	7%	0%	2%	17%	24%	-2	-5%
COc1ccc(-c2cc(NC(C)=O)c3ncc(-c4ccccc4)n3c2)cc1OC	14	9%	7%	20%	17%	-17%	50	-3%
O=C(Nc1ccc(Br)cc1)c1ccc(N2C(=O)C3CC=C(Cl)CC3C2=O)cc1 (stereo unspecified)	-4	0%	0%	15%	8%	22%	-9	4%
O=C1C2C3C=CC(C3)C2C(=O)N1c1ccc2c(c1)OCO2 (stereo unspecified)	4	0%	1%	-8%	5%	18%	2	4%
COc1ccccc1/C=N/Nc1cc(N(C)C)nc(N(C)C)n1	13	8%	-23%	-12%	12%	-21%	3	0%
COc1ccc(CCNC(=O)Cn2c(=O)n(-c3ccc(OC)c(OC)c3)c(=O)c3ccccc32)cc1OC	0	.	.	19%	1%	-1%	.	.
CCN(CC)S(=O)(=O)c1ccc(Cl)c(NC(=S)NC(=O)C2CCCC2)c1	-17	24%	-5%	12%	-6%	22%	?	-3%
COC(=O)C(CCSC)NC(=O)C1CCN(c2ncnc3c2nc2n3CCCCC2)CC1 (stereo unspecified)	-1	.	.	18%	14%	-6%	.	.
O=C1CCC([N+](=O)[O-])C(c2ccc(-c3ccccc3)cc2)N1 (stereo unspecified)	2	5%	-1%	-8%	17%	-17%	1	-6%
CCOc1cc(/C=C2\SC(=S)N(C(C(=O)O)c3ccccc3)C2=O)ccc1O (stereo unspecified)	-4	-2%	-20%	-16%	20%	-31%	?	?
CC(=O)N[C@@H](Cc1c[nH]c2ccccc12)C(=O)OCC(=O)Nc1ccc2c(c1)OCO2	3	3%	0%	-14%	25%	-16%	3	-8%
O=C(Cc1ccc(Cl)c(Cl)c1)OCC(=O)c1ccc[nH]1	3	19%	3%	?	?	7%	-4	3%
COc1ccccc1/C=N/NC(=O)CC(=O)NCCc1ccccc1	-5	10%	6%	15%	10%	-1%	-15	-2%
Cc1ccc(N2C(=O)C3C4C=CC(CNC(=S)N5CCN(c6ccccn6)CC5)(O4)C3C2=O)cc1 (stereo unspecified)	0	6%	-77%[inhibitor]	-63%[inhibitor]	18%	-92%[inhibitor]	-7	-4%
NS(=O)(=O)c1ccc(CCNC(=O)c2cc([N+](=O)[O-])ccc2N2CCOCC2)cc1	-7	13%	-6%	-1%	3%	-13%	?	15%
CCc1ccc(S(=O)(=O)c2nnn3c2nc(Nc2cc(OC)ccc2OC)c2sccc23)cc1	9	.	.	1%	-16%	-9%	.	.
Cc1ccc(-c2nnn(CC(=O)N(CC(=O)NC3CCCC3)c3ccc(F)c(Cl)c3)n2)o1	-2	-2%	4%	11%	-8%	9%	2	0%
O=C(NCCc1ccc(O)cc1)c1ccc(Cl)cc1	4	10%	10%	5%	11%	22%	23	15%
Cc1cccc(COc2ccccc2C(=O)OCC(=O)N(C)c2c(N)n(Cc3ccccc3)c(=O)[nH]c2=O)c1	1	-7%	0%	8%	.	-11%	1	-3%

Exported with values under each structure: part of the list above
Each structure is followed by: DRD3 agonist, EPAC2 ag, aSyn rescue, TDP-43 yeast inh, FUS yeast rescue, Abeta yeast res, D3 antag, EPAC2 antag
COc1ccccc1/C=N/Nc1cc(N(C)C)nc(N(C)C)n1
 : 13, 8%, -23%, -12%, 12%, -21%, 3, 0%
COc1ccc(CCNC(=O)Cn2c(=O)n(-c3ccc(OC)c(OC)c3)c(=O)c3ccccc32)cc1OC
 : 0, ., ., 19%, 1%, -1%, ., .
CCN(CC)S(=O)(=O)c1ccc(Cl)c(NC(=S)NC(=O)C2CCCC2)c1
 : -17, 24%, -5%, 12%, -6%, 22%, ?, -3%
COC(=O)C(CCSC)NC(=O)C1CCN(c2ncnc3c2nc2n3CCCCC2)CC1 (stereo unspecified)
 : -1, ., ., 18%, 14%, -6%, ., .
O=C1CCC([N+](=O)[O-])C(c2ccc(-c3ccccc3)cc2)N1 (stereo unspecified)
 : 2, 5%, -1%, -8%, 17%, -17%, 1, -6%
CCOc1cc(/C=C2\SC(=S)N(C(C(=O)O)c3ccccc3)C2=O)ccc1O (stereo unspecified)
 : -4, -2%, -20%, -16%, 20%, -31%, ?, ?
CC(=O)N[C@@H](Cc1c[nH]c2ccccc12)C(=O)OCC(=O)Nc1ccc2c(c1)OCO2
 : 3, 3%, 0%, -14%, 25%, -16%, 3, -8%
O=C(Cc1ccc(Cl)c(Cl)c1)OCC(=O)c1ccc[nH]1
 : 3, 19%, 3%, ?, ?, 7%, -4, 3%
COc1ccccc1/C=N/NC(=O)CC(=O)NCCc1ccccc1
 : -5, 10%, 6%, 15%, 10%, -1%, -15, -2%
Cc1ccc(N2C(=O)C3C4C=CC(CNC(=S)N5CCN(c6ccccn6)CC5)(O4)C3C2=O)cc1 (stereo unspecified)
 : 0, 6%, -77%[inhibitor], -63%[inhibitor], 18%, -92%[inhibitor], -7, -4%
NS(=O)(=O)c1ccc(CCNC(=O)c2cc([N+](=O)[O-])ccc2N2CCOCC2)cc1
 : -7, 13%, -6%, -1%, 3%, -13%, ?, 15%
CCc1ccc(S(=O)(=O)c2nnn3c2nc(Nc2cc(OC)ccc2OC)c2sccc23)cc1
 : 9, ., ., 1%, -16%, -9%, ., .

Following part:
SMILES	DRD3 agonist	EPAC2 ag	aSyn rescue	TDP-43 yeast inh	FUS yeast rescue	Abeta yeast res	D3 antag	EPAC2 antag
COC(=O)N1CN(C(=O)OC)CN(C(=O)OC)C1	-3	-2%	-2%	-1%	6%	-7%	13	-5%
Fc1ccc(NCc2nc3ccccc3n2CCOc2ccccc2Cl)cc1	-9	.	.	17%	15%	12%	.	.
CC1=C2C(=O)OC(c3ccoc3)C2(C)CCC1 (stereo unspecified)	5	0%	6%	?	-15%	-7%	2	6%
Cc1ccccc1CN1C(=O)C2(OCCCO2)c2ccccc21	21	9%	-9%	7%	14%	-4%	-11	-3%
O=C1N(Cc2ccccc2)c2ccc(Cl)cc2C1(O)c1c[nH]c2ccccc12 (stereo unspecified)	8	.	.	26%	35%	11%	.	.
COc1ccc(CNCCC(c2ccccc2)c2ccc3c(c2)OCO3)cc1 (stereo unspecified)	-20&-20	11%	0%	-3%&-11%	1%&14%	7%&19%	-74*	3%
O=C(NCCN1CCOCC1)c1ccc(/C=C2\Sc3ccccc3N(Cc3ccccc3F)C2=O)cc1	6	13%	-3%	12%	33%	.	55	-13%
COC(=O)Cc1cc(=O)n2[nH]c(C(F)(F)F)nc2n1	-3	1%	0%	-4%	31%	-7%	-20	2%
Oc1ccc(CN2CCN(c3ccccc3)CC2)c2cccnc12	-26	3%	-5%	-18%	15%	-18%	-100*	7%
O=C1CC(c2ccc(Cl)cc2)n2nc(N3C(=O)c4ccccc4C3=O)nc2N1 (stereo unspecified)	-1	?	-13%	-5%	10%	-6%	-4	0%
Cc1csc(NC(=O)CSc2nc(=O)[nH]c3c2CCCC3)n1	1	5%	-7%	-1%	18%	-5%	-7	1%
Cc1ccccc1-c1nnc(Cc2ccccc2)o1	1	-5%	-5%	19%	.	-15%	6	11%
Cc1ccc(S(=O)(=O)N(CC(=O)Nc2cccnc2)c2cccc([N+](=O)[O-])c2)cc1	-51	12%	2%	6%	.	1%	-24	-10%
Cc1ccc(OCC(=O)N/N=C2/SCC(=O)N2Cc2ccco2)cc1	2	4%	-3%	-8%[0.397 µM]	4%	5%	14	3%
COC(=O)Nc1nnc(Cc2ccccc2)s1	26	12%	-5%	-17%	16%	14%	-17	-2%
COC(=O)COc1cccc2c(=O)n(CC(=O)N3CCC(C)CC3)ccc12	4	3%	4%	-7%	-4%	-1%	0	0%
Cc1cn([C@H]2C[C@H](O)[C@@H](CCC(=O)NCCCn3ccnc3)O2)c(=O)[nH]c1=O	4	3%	1%	27%	-13%	4%	23	8%
CCCCSc1nnc2c(n1)OC(c1ccc(C)s1)Nc1ccccc1-2 (stereo unspecified)	-10	.	.	-8%	16%	-13%	.	.
C=CCN1C(c2ccccc2)=CS/C1=C(/C#N)c1nnc(N2CCOCC2)n1-c1ccccc1	-2	-1%	-7%	-11%	14%	-15%	-1	11%[57.1 µM]
COc1cc(C(=O)Nc2ccc3nc4n(c(=O)c3c2)CCCC4)ccc1Br	0	-1%	10%	21%	21%	6%	-28	-9%
Cc1ccc2c(c1)C(=O)C(=O)N2Cc1ccc(F)cc1	-32	15%	-11%	-88%[inhibitor]	-14%	-83%[inhibitor]	?	6%
Cn1nc(-c2ccccc2)c(C(O)c2ccc(Cl)cc2)c1Cl (stereo unspecified)	1	-3%	8%	0%	8%	-7%	22	-8%
O=c1[nH]c(/C=C/c2ccc(OC(F)F)cc2)nc2c1cnn2-c1ccccc1	1	7%	1%	?	-3%	-12%	-2	12%
CC(CCN1CCC(CN2C(=O)C(=O)NC[C@@H]2Cc2ccccc2)CC1)c1ccccc1 (stereo partly specified)	-36	3%	3%	8%	-3%	8%	-4	-1%
C[C@@H]1CCCCO[C@@H](CN(C)Cc2ccc3c(c2)OCO3)[C@@H](C)CN([C@H](C)CO)C(=O)c2cc(NS(=O)(=O)c3ccccc3)ccc2O1	-6	5%	7%	6%	29%	-10%	-18	-17%
O=C(CCc1c[nH]c2ccccc12)NCc1ccc2c(c1)OCO2	6	7%	-4%	10%	.	-1%	0	5%
CN(C)c1ccc(CC(=O)N2CCCCC2c2cc(C(=O)Nc3cccc4c3CCCC4)no2)cc1 (stereo unspecified)	10	9%	-3%	11%	41%	-7%	-16	3%
CC1=C(C(=O)N(C)C)C(c2ccc(N3CCOCC3)cc2)NC(=O)N1 (stereo unspecified)	11	13%	-1%	20%	-21%	8%	1	3%

Assay outcomes as filed in PubChem.

Only part of the results is shown; rates above refer to the full screens.
